Screening data (PubChem)
CHT allo act: allosterically activates the human high affinity choline transporter | B-score at 10 µM | AID 488977 | actives 0.49% (n = 310,000) | Q9GZV3 | CHT-expressing cells, membrane potential dye, choline EC20; hits give high values; LV-AA mutant CHT in HEK293 cells;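 active means initial fluorescence not abnormally high and integrated response B-score, plate-corrected, over 3 SD above library mean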
Target sequence (Q9GZV3 whole entry, looked up): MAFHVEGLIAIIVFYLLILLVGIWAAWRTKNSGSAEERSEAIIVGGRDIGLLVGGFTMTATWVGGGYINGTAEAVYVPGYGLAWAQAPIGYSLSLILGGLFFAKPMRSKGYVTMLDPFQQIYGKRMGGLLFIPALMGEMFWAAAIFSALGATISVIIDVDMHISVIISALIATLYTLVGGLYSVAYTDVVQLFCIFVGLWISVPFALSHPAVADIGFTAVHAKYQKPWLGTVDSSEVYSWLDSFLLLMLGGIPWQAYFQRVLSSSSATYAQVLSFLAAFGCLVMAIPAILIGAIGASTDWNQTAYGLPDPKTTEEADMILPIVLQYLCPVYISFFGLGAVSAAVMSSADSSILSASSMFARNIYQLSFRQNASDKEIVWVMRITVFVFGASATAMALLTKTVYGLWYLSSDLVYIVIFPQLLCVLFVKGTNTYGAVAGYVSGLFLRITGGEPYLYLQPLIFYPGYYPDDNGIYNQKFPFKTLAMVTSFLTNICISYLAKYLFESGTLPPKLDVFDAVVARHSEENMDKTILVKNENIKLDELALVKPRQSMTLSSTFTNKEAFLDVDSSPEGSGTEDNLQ
CHT inh: human CHT choline transport inhibition | CHT-expressing cells, membrane potential dye, choline response; hits give low values | Q9GZV3 | AID 488975 | B-score at 10 µM | actives 0.86% (n = 310,000);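 active means B-score over 3 SD under the library average, and starting fluorescence ratio not unusually high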;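 further: choline stimulus applied at its EC90 after an EC20 pre-addition; B-score computed on integrated fluorescence ratio after choline addition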
STK33 inh: blocks human STK33 kinase activity | Q9BYT3 | purified STK33, MBP phosphorylation, ADP-Glo luminescence | inhibition, % at 10 µM | actives 0.073% (n = 320,000) | AID 2661;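 active means inhibition at or above 25%, using the most active replicate where run in duplicate; inactive means inhibition below 25%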
Target sequence (Q9BYT3 whole entry, looked up): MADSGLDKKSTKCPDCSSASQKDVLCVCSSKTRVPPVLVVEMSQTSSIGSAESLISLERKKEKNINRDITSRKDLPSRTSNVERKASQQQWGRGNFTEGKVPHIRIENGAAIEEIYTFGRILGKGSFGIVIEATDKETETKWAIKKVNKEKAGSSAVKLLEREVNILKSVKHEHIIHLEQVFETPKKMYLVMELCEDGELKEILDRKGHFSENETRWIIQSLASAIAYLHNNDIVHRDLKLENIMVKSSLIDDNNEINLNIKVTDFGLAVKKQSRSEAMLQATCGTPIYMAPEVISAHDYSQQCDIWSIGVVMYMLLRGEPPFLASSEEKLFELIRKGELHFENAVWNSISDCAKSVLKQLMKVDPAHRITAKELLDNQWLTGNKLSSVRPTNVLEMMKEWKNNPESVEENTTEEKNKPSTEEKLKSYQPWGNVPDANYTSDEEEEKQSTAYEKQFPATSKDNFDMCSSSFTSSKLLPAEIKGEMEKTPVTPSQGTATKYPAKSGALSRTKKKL
Starred values were filed as active, the others as inactive.

How did O=C(CSc1ccc(-c2ccco2)nn1)c1cccc([N+](=O)[O-])c1 do in these assays?
CHT allo act: inactive; CHT inh: inactive; STK33 inh: 2.3

Results for O=C(c1ccc2c(c1)OCCO2)C1CCN(S(=O)(=O)c2ccccc2F)CC1 ?
CHT allo act: inactive; CHT inh: inactive; STK33 inh: -1.6

Results for O=C(COc1ccc(S(=O)(=O)N2CCOCC2)cc1Cl)NCCCn1ccnc1 ?
CHT allo act: inactive; CHT inh: inactive; STK33 inh: -0.7

How did CN1CCCN(S(=O)(=O)c2cccc(C#N)c2)CC1 do in these assays?
CHT allo act: inactive; CHT inh: inactive; STK33 inh: -0.5

Results for COc1ccc(C2=NN(C(=O)CCCC(=O)O)C(c3cn(-c4ccccc4)nc3-c3ccccc3)C2)cc1 (stereo not given) ?
CHT allo act: inactive; CHT inh: inactive; STK33 inh: -1.6

Results for Cc1cc(S(=O)(=O)N2CC(=O)N(CCc3ccccc3)C(=O)C2)ccc1F ?
CHT allo act: inactive; CHT inh: inactive; STK33 inh: -1.1

How did C=C(C)COc1ccc(-c2nc(N)ncc2Oc2ccc(OC)cc2)c(O)c1 do in these assays?
CHT allo act: inactive; CHT inh: inactive; STK33 inh: -0.6

Results for COc1ccc(S(=O)(=O)N2CCN(C(=O)c3ccc([N+](=O)[O-])o3)CC2)cc1 ?
CHT allo act: inactive; CHT inh: inactive; STK33 inh: -0.8

What do the screens show for `COc1ccc(OC)c(C(=O)c2nc3c(n2O)CCCCC3)c1`?
CHT allo act: inactive; CHT inh: inactive; STK33 inh: 0.3

What do the screens show for `Cc1cc(Br)c(NC(=O)CCNC(=O)OCc2ccccc2)cc1C`?
CHT allo act: inactive; CHT inh: inactive; STK33 inh: -0.9

How did COC(=O)CSc1nnc(NC(=O)CCc2ccccc2)s1 do in these assays?
CHT allo act: inactive; CHT inh: inactive; STK33 inh: -0.9

What do the screens show for `CCCCOC(=O)c1cccnc1`?
CHT allo act: inactive; CHT inh: inactive; STK33 inh: -1.4

What do the screens show for `CC1CCCCC1NC(=O)c1ccc(CSc2nc3ccncc3[nH]2)cc1` (stereo not given)?
CHT allo act: inactive; CHT inh: inactive; STK33 inh: -0.9

How did COc1ccc(-c2nnc(NC(=O)c3cccs3)s2)c(OC)c1 do in these assays?
CHT allo act: inactive; CHT inh: inactive; STK33 inh: -0.2

Results for Cn1c(SCC(=O)Nc2ccc3c(c2)OCCO3)nnc1-c1ccccn1 ?
CHT allo act: inactive; CHT inh: inactive; STK33 inh: -1.8

What do the screens show for `CCCOc1ccccc1C1CC(=O)NC2=C1C(=O)CCC2` (stereo not given)?
CHT allo act: inactive; CHT inh: inactive

How did CCC(C)(C)NC(=O)C(c1ccccc1Cl)N(C(=O)CCC(=O)Nc1cc(C)on1)C(C)(C)C (stereo not given) do in these assays?
CHT allo act: inactive; CHT inh: inactive; STK33 inh: -0.3

How did Cn1c(=O)oc2cc(C(=O)c3ccccc3)ccc21 do in these assays?
CHT allo act: inactive; CHT inh: inactive; STK33 inh: -0.8

How did O=C(CCCl)N(Cc1nc2ccccc2c(=O)[nH]1)Cc1cccs1 do in these assays?
CHT allo act: inactive; CHT inh: inactive; STK33 inh: -0.1

What do the screens show for `CCCCC(=O)OCC(=O)Nc1cccc(S(=O)(=O)NC2=NCCCCC2)c1`?
CHT allo act: inactive; CHT inh: inactive; STK33 inh: -1.6

9 successive entries from above:
What do the screens show for `COc1ccc(OC)c(C(=O)c2nc3c(n2O)CCCCC3)c1`?
CHT allo act: inactive; CHT inh: inactive; STK33 inh: 0.3

What do the screens show for `Cc1cc(Br)c(NC(=O)CCNC(=O)OCc2ccccc2)cc1C`?
CHT allo act: inactive; CHT inh: inactive; STK33 inh: -0.9

How did COC(=O)CSc1nnc(NC(=O)CCc2ccccc2)s1 do in these assays?
CHT allo act: inactive; CHT inh: inactive; STK33 inh: -0.9

What do the screens show for `CCCCOC(=O)c1cccnc1`?
CHT allo act: inactive; CHT inh: inactive; STK33 inh: -1.4

What do the screens show for `CC1CCCCC1NC(=O)c1ccc(CSc2nc3ccncc3[nH]2)cc1` (stereo not given)?
CHT allo act: inactive; CHT inh: inactive; STK33 inh: -0.9

How did COc1ccc(-c2nnc(NC(=O)c3cccs3)s2)c(OC)c1 do in these assays?
CHT allo act: inactive; CHT inh: inactive; STK33 inh: -0.2

Results for Cn1c(SCC(=O)Nc2ccc3c(c2)OCCO3)nnc1-c1ccccn1 ?
CHT allo act: inactive; CHT inh: inactive; STK33 inh: -1.8

What do the screens show for `CCCOc1ccccc1C1CC(=O)NC2=C1C(=O)CCC2` (stereo not given)?
CHT allo act: inactive; CHT inh: inactive

How did CCC(C)(C)NC(=O)C(c1ccccc1Cl)N(C(=O)CCC(=O)Nc1cc(C)on1)C(C)(C)C (stereo not given) do in these assays?
CHT allo act: inactive; CHT inh: inactive; STK33 inh: -0.3

Next entries follow.
What do the screens show for `O=c1c2c(n3nnnc3n1-c1ccccc1)-c1ccccc1CC21CCCC1`?
CHT allo act: inactive; CHT inh: inactive; STK33 inh: 0.5

What do the screens show for `CC(Oc1ccc(Cl)cc1Cl)C(=O)NCCCCc1ccccc1` (stereo not given)?
CHT allo act: inactive; CHT inh: inactive; STK33 inh: -0.4

What do the screens show for `O=C1CC(=C(c2ccccc2)c2ccccc2)C(=O)N1CCN1CCN(c2cccc(Cl)c2)CC1`?
CHT allo act: inactive; CHT inh: inactive; STK33 inh: -1.6

What do the screens show for `Cc1onc(-c2c(F)cccc2Cl)c1C(=O)N1CCN(c2ncccn2)CC1`?
CHT allo act: inactive; CHT inh: inactive; STK33 inh: -1.9

Results for CN=C1c2cc3c(Br)c(OC)ccc3n2CCN1C ?
CHT allo act: inactive; CHT inh: inactive; STK33 inh: 0.5

What do the screens show for `Cc1ccc2c(c1)N(CC(=O)OC(CC(C)C)C(=O)NC1CCCC1)C(=O)CO2` (stereo not given)?
CHT allo act: inactive; CHT inh: inactive; STK33 inh: -0.2

Results for O=C(O)c1cccc(NC(=O)C2CCCO2)c1 (stereo not given) ?
CHT allo act: inactive; CHT inh: inactive; STK33 inh: -2.1

How did COC(=O)c1cc(C(=O)c2cc(Cl)ccc2O)coc1=N do in these assays?
CHT allo act: inactive; CHT inh: inactive; STK33 inh: -1.0

How did CC1(C)Cc2c(C#N)c(NCCc3ccccc3)nc(-c3ccco3)c2CO1 do in these assays?
CHT allo act: inactive; CHT inh: inactive; STK33 inh: -0.3

How did Cc1cc(C)c(C#N)c(SCc2ccc(C#N)cc2)n1 do in these assays?
CHT allo act: inactive; CHT inh: inactive; STK33 inh: -0.1

How did COc1ccc(N2Nc3n[nH]c(N)c3N2)cc1 do in these assays?
CHT allo act: inactive; CHT inh: inactive; STK33 inh: 11

What do the screens show for `O=c1cc(-c2ccncc2)oc2c1ccc1ccccc12`?
CHT allo act: inactive; CHT inh: inactive; STK33 inh: 1.0

How did NCCCC[C@H]1NC(=O)[C@H](CCC(=O)O)NC(=O)c2cc([N+](=O)[O-])cc(I)c2OCC[C@@H](C(N)=O)NC1=O do in these assays?
CHT allo act: inactive; CHT inh: inactive; STK33 inh: -3.7

How did CCOC(=O)O[C@]1(C(=O)COC(=O)CC)CC[C@H]2[C@@H]3CCC4=CC(=O)C=C[C@]4(C)[C@H]3[C@@H](O)C[C@@]21C do in these assays?
CHT allo act: inactive; CHT inh: inactive; STK33 inh: 0.5

What do the screens show for `COc1ccc(CCN2C(=O)c3ccncc3C2=O)cc1OC`?
CHT allo act: inactive; CHT inh: inactive; STK33 inh: -6.0

Results for CC(NC(=O)C1CCN(S(=O)(=O)c2ccccc2)CC1)c1ccccc1 (stereo not given) ?
CHT allo act: inactive; CHT inh: inactive; STK33 inh: -0.1

How did COc1ccc(Nc2ccc(C(=O)O)cc2[N+](=O)[O-])cc1 do in these assays?
CHT allo act: inactive; CHT inh: inactive; STK33 inh: -0.9

How did O=C(CNC(=O)c1ccc(Cl)c([N+](=O)[O-])c1)OC1CCCCC1=O (stereo not given) do in these assays?
CHT allo act: inactive; CHT inh: inactive; STK33 inh: 0.9

What do the screens show for `COc1ccc(C(=O)N(C)C2CCCN(Cc3ccccc3F)C2)cc1OC` (stereo not given)?
CHT allo act: inactive; CHT inh: inactive; STK33 inh: -1.2

How did CCc1ccc(CNC(=O)C(=O)NCC2CCCO2)cc1 (stereo not given) do in these assays?
CHT allo act: inactive; CHT inh: inactive; STK33 inh: -0.8

What do the screens show for `O=C(c1cccc(Br)c1)N1CCN(S(=O)(=O)N2CCCCC2)CC1`?
CHT allo act: inactive; CHT inh: inactive

Results for Cc1ccc(C)c(NC(=O)CCC(=O)NNC(=O)COc2cc(C)ccc2C)c1 ?
CHT allo act: inactive; CHT inh: inactive; STK33 inh: -1.7

Results for Cc1ccc(NC(=O)c2ccc(Oc3ncccn3)cc2)cc1 ?
CHT allo act: inactive; CHT inh: inactive; STK33 inh: -0.3

Results for O=C(CCCCn1c(=O)[nH]c2ccccc2c1=O)N1CCN(c2cccc(C(F)(F)F)c2)CC1 ?
CHT allo act: inactive; CHT inh: inactive; STK33 inh: -3.5

What do the screens show for `CCN(CC(=O)Nc1c(F)cccc1F)C(=O)CSCc1c(C)noc1C`?
CHT allo act: inactive; CHT inh: inactive

How did CCOC(=O)N1CCc2c(sc(NC(=O)CCS(=O)(=O)c3ccccc3)c2C(N)=O)C1 do in these assays?
CHT allo act: inactive; CHT inh: inactive; STK33 inh: 2.2

How did O=C(c1ccccc1)N1CCN(Cc2ccc3c(c2)OCO3)CC1 do in these assays?
CHT allo act: inactive; CHT inh: inactive; STK33 inh: -0.6

What do the screens show for `Cc1ccccc1NC(=O)Oc1cccc(OC(=O)c2ccccc2)c1`?
CHT allo act: inactive; CHT inh: inactive; STK33 inh: -3.7

How did Cn1c2ccccc2c2ncn(CCCN3CCOCC3)c(=O)c21 do in these assays?
CHT allo act: inactive; CHT inh: inactive; STK33 inh: 1.0

What do the screens show for `COc1ccc(N2CCN(C(CNC(C)=O)c3ccc4c(c3)OCO4)CC2)cc1` (stereo not given)?
CHT allo act: inactive; CHT inh: inactive; STK33 inh: 0.6

How did O=C(NCc1ccc(Cl)cc1Cl)C1CC(=O)N(Cc2ccccc2)C1 (stereo not given) do in these assays?
CHT allo act: inactive; CHT inh: inactive; STK33 inh: -1.8

How did COc1ccccc1OCCNC(=O)c1cc([N+](=O)[O-])cc([N+](=O)[O-])c1 do in these assays?
CHT allo act: inactive; CHT inh: inactive; STK33 inh: -0.8

What do the screens show for `Cc1nc2sc3c(c2c(=O)[nH]1)CCC3`?
CHT allo act: inactive; CHT inh: inactive; STK33 inh: 0.2

What do the screens show for `CCOC(=O)c1cnn(-c2ccccc2)c1-n1cccc1C(=O)C(=O)N(C)C`?
CHT allo act: inactive; CHT inh: inactive; STK33 inh: -1.9

How did CCOc1ccc2c(c1)C(=O)c1cc(OCC(=O)O)ccc1-2 do in these assays?
CHT allo act: inactive; CHT inh: inactive; STK33 inh: -0.8

Results for CN1CCN(c2nc(Nc3ccc(F)cc3)nc(Nc3ccc(F)cc3)n2)CC1 ?
CHT allo act: inactive; CHT inh: inactive; STK33 inh: 2.6

What do the screens show for `N#CC1=C(N)OC2=C(C(=O)CC(c3ccco3)C2)C1c1ccc(OCc2c(F)cccc2Cl)cc1` (stereo not given)?
CHT allo act: inactive; CHT inh: inactive; STK33 inh: -2.0

Results for COc1ccc(OC)c(S(=O)(=O)N2CCC(C(=O)NCc3ccccc3)CC2)c1 ?
CHT allo act: inactive; CHT inh: inactive; STK33 inh: -0.6

What do the screens show for `CC1CCCCC1NC(=O)CCS(=O)(=O)c1cccc2nonc12` (stereo not given)?
CHT allo act: inactive; CHT inh: inactive; STK33 inh: 0.0

How did Cc1ccc(Cn2c(CN3CC(C)OC(C)C3)nc3c2c(=O)n(C)c(=O)n3C)cc1 (stereo not given) do in these assays?
CHT allo act: inactive; CHT inh: inactive; STK33 inh: -0.6

What do the screens show for `CC(C)(CN=C1NS(=O)(=O)c2ccccc21)CNC(=O)c1ccccc1`?
CHT allo act: inactive; CHT inh: inactive; STK33 inh: -0.4

Results for Cc1nn(C)c(C(=O)N/N=C/c2ccc(-c3ccccc3)cc2)c1Cl ?
CHT allo act: inactive; CHT inh: inactive; STK33 inh: -0.7

What do the screens show for `COc1ccc(-c2cn(Cc3cccc(OC)c3)nn2)cc1`?
CHT allo act: inactive; CHT inh: inactive; STK33 inh: -1.0

Results for CN(C(=O)c1cccc(Br)c1)C1CCS(=O)(=O)C1 (stereo not given) ?
CHT allo act: inactive; CHT inh: inactive; STK33 inh: -0.1

What do the screens show for `Cc1ccc(NC(=O)C2C3C=CC4(O3)C2C(=O)N(CCCN2CCCC2)C4C(=O)NC2CCCCC2)cc1Cl` (stereo not given)?
CHT allo act: inactive; CHT inh: inactive; STK33 inh: 0.7

What do the screens show for `CCc1cccc(C)c1NC(=S)N(CCCN1CCN(C)CC1)Cc1cccs1`?
CHT allo act: inactive; CHT inh: inactive; STK33 inh: -0.4

What do the screens show for `COC(=O)C1CCN(C(=O)c2cc3c(=O)n4cccc(C)c4nc3n2Cc2ccccc2)CC1`?
CHT allo act: inactive; CHT inh: inactive; STK33 inh: -0.9

Results for CC[C@H](C)[C@@H]1NC(=O)c2cc([N+](=O)[O-])cc(I)c2NCC[C@@H](C(N)=O)NC(=O)[C@H](CCCN=C(N)N)NC1=O ?
CHT allo act: inactive; CHT inh: inactive; STK33 inh: 0.2

Results for CCOc1ccc(NCc2cccn2-c2nnc(N3CCC(C(=O)NCCCN4CCCCC4)CC3)s2)cc1 ?
CHT allo act: inactive; CHT inh: inactive; STK33 inh: -0.9

Results for CCCS(=O)(=O)N1CCN(C(=O)CCC2CCCC2)CC1 ?
CHT allo act: inactive; CHT inh: inactive; STK33 inh: -1.0
